Screening data deposited in PubChem by National Center for Advancing Translational Sciences (NCATS).
EPAC2 ag: activates human EPAC2 exchange factor; EPAC2 activation, biochemical qHTS; response scale: 100% = 6.5 mM cAMP response; 360,000 compounds, 0.079% hits; Potency, µM (doses to about 154 µM), inactives show at the top dose activation, hits mostly activators; note: potency is the fitted concentration of half-maximal effect; nearly all actives have a fitted effect of over 50% in size
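Guanine nucleotide exchange by EPAC2 is measured as reduced fluorescence of BODIPY-GDP once it is released from 250 nM Rap1B. Plates are read kinetically for 30 min at room temperature; results are scaled to 6.5 mM cAMP.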
PI5P4Ka inh: inhibitors of human PI5P4K alpha; P48426; PI5P4Kalpha enzyme, ADP-Glo luminescence, 60 min; stronger effect = lower value; max response, %; 330,000 compounds, 1.2% hits; active = max response of -50% or lower; inconclusive = between -30% and -50%; inactive = -30% or higher; note: value at the top dose of about 77 µM; % is set by controls: 0 for no effect and ±100 for the full control effect
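Quantitative HTS of the MLSMR library against PI5P4Kalpha with substrate. ATP added last at 5 microM final; room temperature, 60 minutes. Remaining ATP depleted, ADP converted and read as luminescence.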
IL2 activator: activators of IL-2 | 360,000 compounds, 0.065% hits | activation, % (series mostly up to about 46 µM) | IL-2 activation reporter assay, cell-based qHTS; stimulated with anti-CD3/CD4/CD28 beads; in transgenic mouse T cells | AID 652025; in the data active = activation above about 50%; inconclusive = mostly about 30% to 49%; note: 0% is about no effect
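Unstimulated transgenic mouse T cells, 750 per well, received compound and, after 60 minutes, anti-CD3/anti-CD4 bead plus anti-CD28 stimulation. EGFP and DsRed were quantified after 18 hours.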
WRN helicase inh: WRN helicase (human) inhibition; AID 651768; 360,000 compounds, 0.46% hits; WRN helicase unwinding, fluorescent forked duplex, kinetic; Q14191; Potency, µM (doses to about 114 µM), for the others: top-dose activity change, negative = inhibition, most hits filed as inhibitors; note: potency is the fitted concentration of half-maximal effect; % is set by controls: 0 for no effect and ±100 for the full control effect; nearly all actives have a fitted effect of over 55% in size
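Kinetic fluorescence helicase assay: unwinding of a quenched forked DNA duplex (100 nM final) with 2 mM ATP final raises red fluorescence (525/598 nm). Compounds sat 15 min at room temperature with 20 nM WRN beforehand.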
EPAC1 ag: activates human EPAC1 exchange factor; O95398; EPAC1 agonist qHTS, biochemical assay; response scale: 100% = response to 6.5 mM cAMP; Potency, µM (doses to about 154 µM), inactives show at the top dose activation, actives largely listed as activators; 360,000 compounds, 0.073% hits; AID 720707; note: potency is the fitted concentration of half-maximal effect; nearly all actives have a fitted effect of over 60% in size
Target sequence (O95398 whole entry, looked up): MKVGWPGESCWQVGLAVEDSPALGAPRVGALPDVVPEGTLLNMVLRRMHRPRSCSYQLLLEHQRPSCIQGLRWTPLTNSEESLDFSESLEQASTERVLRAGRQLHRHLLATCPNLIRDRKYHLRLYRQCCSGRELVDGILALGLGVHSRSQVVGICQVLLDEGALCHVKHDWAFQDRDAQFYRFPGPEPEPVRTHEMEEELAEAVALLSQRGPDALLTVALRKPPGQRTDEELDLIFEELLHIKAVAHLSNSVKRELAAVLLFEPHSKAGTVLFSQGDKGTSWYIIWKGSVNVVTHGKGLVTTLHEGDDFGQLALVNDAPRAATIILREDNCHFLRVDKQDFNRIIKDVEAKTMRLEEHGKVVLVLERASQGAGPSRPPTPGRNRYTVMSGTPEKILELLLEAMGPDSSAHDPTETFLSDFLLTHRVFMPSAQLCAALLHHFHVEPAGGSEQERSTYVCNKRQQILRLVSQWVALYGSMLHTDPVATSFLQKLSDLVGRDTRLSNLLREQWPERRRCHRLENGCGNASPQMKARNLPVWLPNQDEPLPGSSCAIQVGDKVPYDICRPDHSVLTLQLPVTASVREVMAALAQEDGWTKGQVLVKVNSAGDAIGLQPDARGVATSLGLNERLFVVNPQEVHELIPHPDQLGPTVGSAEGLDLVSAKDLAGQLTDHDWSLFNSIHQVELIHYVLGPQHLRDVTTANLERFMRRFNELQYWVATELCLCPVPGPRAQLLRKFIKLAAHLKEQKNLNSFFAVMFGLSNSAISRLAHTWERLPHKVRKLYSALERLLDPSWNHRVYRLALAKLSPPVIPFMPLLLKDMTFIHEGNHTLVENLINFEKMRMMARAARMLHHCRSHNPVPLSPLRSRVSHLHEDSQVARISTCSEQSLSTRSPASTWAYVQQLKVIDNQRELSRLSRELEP
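Nucleotide exchange assay: 100 nM EPAC1 with 250 nM Rap1B loaded with BODIPY-GDP and 50 uM GDP, room temperature. Fluorescence (480/540 nm) read every 5 min for 30 min; signal change normalized to 6.5 mM cAMP as full agonist.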
EPAC1 antag: EPAC1 (human) antagonism; EPAC1 GEF assay, Rap1b-BODIPY-GDP exchange fluorescence; Potency, µM (highest dose often 115 µM), inactives show at the highest dose activity change, negative = inhibition, actives largely listed as inhibitors; 360,000 compounds, 0.14% hits; AID 720709;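 note: potency is the fitted concentration of half-maximal effect; plate controls were vehicle for no effect and positive control for full effect; nearly all actives have a fitted effect of over 50% in size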
PLK1 PBD block: PLK1 (human) polo-box domain binding inhibition; P53350; Plk1 PBD binding of FITC phosphopeptide, fluorescence polarization; Potency, µM, without a hit: max response, negative = inhibition, actives largely listed as inhibitors; 360,000 compounds, 2.8% hits; AID 720504; note: potency is the fitted concentration of half-maximal effect; series mostly up to about 57 µM; % is set by controls: 0 for no effect and ±100 for the full control effect; nearly all actives have a fitted effect of over 65% in size
CCT modulator: changes cytosolic chaperonin activity; 360,000 compounds, 0.3% hits; activity change, % (no concentration beside the values), hits read low; purified chaperonin ATPase assay, HTRF ADP detection, 30 min; in the data active = activity change below about -30%; note: % is set by controls: 0 for no effect and ±100 for the full control effect
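TRiC (40 or 20 nM final, by batch activity) in 30 mM Tris pH 7.4, 100 mM KCl, 5 mM MgCl2, 1 mM DTT was treated with compound at 76 uM single dose, then 10 uM ATP, 30 min at 37 °C. ADP was read by HTRF Transcreener.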
* marks the source's active call; other numbers are inactive results; ? = inconclusive; · = no result given; & = joins results of further samples; [ ] = dose if it differs, or a comment. Unless noted, calls come from the whole dose curve; as a rule, active = well fitted curve in the direction sought with a large enough effect; inconclusive = small, poorly fitted or top-dose-only effect, or another doubt; inactive = no such curve, though single readings can be large; an effect the other way counts as inactive or inconclusive. These rows are one share of the data; rates above refer to the full screens.

molecule	EPAC2 ag	PI5P4Ka inh	IL2 activator	WRN helicase inh	EPAC1 ag	EPAC1 antag	PLK1 PBD block	CCT modulator
O=C(c1ccc([N+](=O)[O-])cc1)N1CCc2ccccc2C1	-6%	4	-0.4	1%	-8%	-11%	2%	2.1
Cc1cc(S(=O)(=O)N2CCOCC2)ccc1OCC(=O)NCCCn1ccnc1	14%	-1	0.2	4%[57.1 µM]	5%	-9%	-14%	-1.9
O=C(NNc1ccc([N+](=O)[O-])cc1)c1ccccc1F	7%	1	3.0	-2%	-3%	3%	-11%	-4.3
Cc1ccc(C2(C)NC(=O)N(CC(=O)Nc3ccc(-c4nc5ccc(C)cc5s4)cc3)C2=O)cc1 (stereo not drawn)	3%	-6	-2.5	2%	6%	-1%	3%&8%	-1.9
N#CC1c2ccccc2C=CN1C(=O)c1ccccc1 (stereo not drawn)	7%	2	-2.7	-2%	10%	-15%	-7%	0.1
COc1ccc(NC(=O)CN2c3cccc4cccc(c34)S2(=O)=O)cc1OC	11%	-14	-2.8	1%	7%	2%	?	0.4
O=C(/C=C/c1ccccc1)NC(=S)NNC(=O)c1cnccn1	0%	?	-0.6	-8%	0%	2%	-10%	-0.9
CCOc1ccc2nc(NC(=S)NCc3ccccc3)sc2c1	0%	·	-1.5	13%	3%	0%	27µM*	-0.9
CCOC(=O)c1[nH]c(C)c(C)c1C	3%	-2	-1.2	5%	-1%	5%	?	1.6
COc1ccc2[nH]c3c(NCCCN4CCCC4=O)ncnc3c2c1	5%	·	-0.4	-23%	1%	8%	-3%	-1.1
COc1ccc(S(=O)(=O)Nc2cc(C)on2)cc1	7%	-3	5.3	-25%	5%	-10%	-3%	-1.6
CC1Sc2ccc(S(=O)(=O)NCc3ccccc3)cc2NC1=O (stereo not drawn)	8%	3	-1.8	3%	-4%	6%	-10%	-2.0

Other structures:
molecule	EPAC2 ag	PI5P4Ka inh	IL2 activator	WRN helicase inh	EPAC1 ag	EPAC1 antag	PLK1 PBD block	CCT modulator
CCc1c(C)nc(N)nc1Cl	10%	-8	-1.8	2%	2%	8%	2%	-4.4
CCC(C)NCC(=O)Nc1ccc(-c2nc3cc(NC(=O)CNC(C)CC)ccc3o2)cc1 (stereo not drawn)	0%	5	1.2	-10%	11%	-7%	-3%	-1.4
CCN1C=CC(=C2C(=O)c3ccccc3C2=O)C=C1	0%	·	-0.3	-2%	0%	1%	0%	-2.7
CCN1CCN(CCC(=O)Nc2ccccc2OC)CC1	11%	·	-1.5	3%	7%	-6%	-9%	-5.2
Cn1ccnc1SCC(=O)NCC(=O)Nc1ccc(F)c(F)c1F	-3%	-3	-3.3	11%	7%	0%	-1%	0.7
O=C(CN1C(=O)NC2(CCCc3ccccc32)C1=O)c1ccc(F)c(F)c1 (stereo not drawn)	0%	3	0.7	9%	-3%	-2%	5%	-3.8
COc1cc(/C=N/NC(=O)COc2ccccc2C)ccc1OC(=O)c1cccs1	14%	-2	0.4	0%	2%	-2%	2%	-2.3
CC1CCCCN1S(=O)(=O)c1ccc(NC(=O)CSc2nnnn2C)cc1 (stereo not drawn)	1%	·	-0.3	-14%	-4%	17%	-9%	1.8
Cc1cc(C)c(O)c(-c2cc(C(=O)NCCc3ccc(S(N)(=O)=O)cc3)[nH]n2)c1	7%	-12	-4.5	-32%	2%	-16%	-7%	-0.8
Cc1cc(C(=O)CSc2nc3ccc(Cl)cc3[nH]2)c(C)n1Cc1ccco1	-2%	-29	0.5	-14%	0%	-9%	-30%	0.0
O=C(O)c1cccc(Cn2c(Cl)c(/C=N/NC(=O)c3cccc(O)c3)sc2=O)c1	2%	-1	-4.1	-31%	7%	-12%	-4%	2.3
O=C(NCc1ccccc1)c1csc2c1CCCC2	11%	2	-3.4	-2%	10%	-2%	-3%	2.9

(further entries)
molecule	EPAC2 ag	PI5P4Ka inh	IL2 activator	WRN helicase inh	EPAC1 ag	EPAC1 antag	PLK1 PBD block	CCT modulator
O=C(CCc1nnc(C2CCCCC2)o1)N1CCN(Cc2ccccc2)CC1	4%	5	0.9	-6%	9%	7%	-2%	-0.3
CC(C)Cn1cnc2c(SCc3ccccc3)nc(N)nc21	8%	-1	-0.4	-7%	13%	-23%	-4%	0.5
CCOc1nc(-c2ccccc2O)nc2ccccc12	3%	·	-2.4	-7%	8%	2%	-5%	0.3
O=C1Cc2cc(S(=O)(=O)Nc3ccccc3Cl)cc3c2N1CCC3	6%	-2	-0.5	-1%	2%	1%	-6%	-1.1
Cc1cc(C(=O)N/N=C2\CCCC(=O)C2)c(C)n1-c1ccccc1	2%	-7	-0.4	-2%	5%	-8%	1%	1.1
O=C(Nc1ccc(F)cc1)c1ccccc1NC(=O)C1CCCCC1C(=O)O (stereo not drawn)	-2%	-1	-0.1	3%	-6%	13%	-4%	-1.4
NS(=O)(=O)c1ccc(N2CCCCCC2)c([N+](=O)[O-])c1	4%	2	0.0	-17%	1%	-14%	-7%	1.5
CC1(C(=O)NCCc2c[nH]c3ccccc23)CCN1Cc1ccccc1OC(F)F (stereo not drawn)	27%	2	-0.7	-3%	-10%	?	-10%	0.4
CCC(=O)c1ccccc1OCCCCn1cncn1	2%	-3	0.6	11%	5%	-6%	-12%	-1.3
O=C1NCN(c2ccccc2)C12CCN(c1nnnn1-c1ccccc1)CC2	-1%	-3	-2.1	0%	1%	8%	-1%	-2.1
COc1ccccc1-c1noc2ncnc(Nc3cccc(C)c3C)c12	18%	-5	-0.9	1%	9%	-21%	-9%	-2.0
N#Cc1c(C#N)c(-c2ccccc2)n(-c2ccc(C(=O)O)cc2)c1N	6%	-17	0.4	-9%	-3%	-6%	-5%	-1.4

Fetched one by one from the entries so far:
molecule	EPAC2 ag	PI5P4Ka inh	IL2 activator	WRN helicase inh	EPAC1 ag	EPAC1 antag	PLK1 PBD block	CCT modulator
CC1(C(=O)NCCc2c[nH]c3ccccc23)CCN1Cc1ccccc1OC(F)F (stereo not drawn)	27%	2	-0.7	-3%	-10%	?	-10%	0.4
CCC(=O)c1ccccc1OCCCCn1cncn1	2%	-3	0.6	11%	5%	-6%	-12%	-1.3

(continued)
molecule	EPAC2 ag	PI5P4Ka inh	IL2 activator	WRN helicase inh	EPAC1 ag	EPAC1 antag	PLK1 PBD block	CCT modulator
COC(=O)C(CC(C)C)NC(=O)CNC(=O)c1ccccc1C (stereo not drawn)	-10%	5	4.2	2%	0%	0%	-1%	0.6
CC(SCCc1ccccn1)C(=O)O (stereo not drawn)	-8%	2	3.4	-9%	7%	5%	-9%	1.8
O=S(=O)(Nc1ccc(Oc2ncccn2)c(Cl)c1)c1ccc(F)cc1	3%	-6	0.8	-6%	-8%	-1%	5%	1.0
O=C(NCC(=O)N1CCCCCC1)c1ccc(Cl)cc1	4%	-19	-0.1	-2%	-1%	0%	6.7µM*	0.5
O=C(NN=C1CCCC1)c1cccc(Br)c1	2%	8	1.6	-16%	-10%	-6%	-7%	1.1
COc1ccc(-c2nnc(SCC(=O)N3CCc4ccccc4C3)o2)cc1	5%	·	0.5	-11%	2%	1%	-12%	-0.6
Cc1ccc(NC(=S)Nc2ccc3cn[nH]c3c2)c(C)c1	-7%	-4	3.9	-24%	-4%	-22%	-10%	1.2
CN(C)S(=O)(=O)c1ccc(C(=O)Nc2nnc(SCC(=O)NCC3CCCO3)s2)cc1 (stereo not drawn)	-5%	-11	-4.0	-33%	-1%	0%	?	-1.5
CCCCCCn1c(=O)n2n(c1=O)C[C@]1(OC(=O)NCC3CCCCC3)CN(S(=O)(=O)c3ccc(C)cc3)C[C@]1(O)C2	-12%	0	-3.5	-10%	-17%	-25%	-1%	-0.2
Cc1ccc(CNC(=O)COC(=O)c2cc(C)oc2C)cc1	3%	2	0.4	-1%	-7%	0%	-2%	0.3
Cc1nn(CCc2n[nH]c(=S)n2-c2ccc(F)c(Cl)c2)c(C)c1[N+](=O)[O-]	21%	·	-1.7	-1%	11%	0%	-13%	-1.7
Cc1c(C(=O)OCc2nnc(-c3ccccc3)o2)oc2ccccc12	18%	-3	-1.0	-1%	11%	-15%	-13%	-0.1

Additional results:
molecule	EPAC2 ag	PI5P4Ka inh	IL2 activator	WRN helicase inh	EPAC1 ag	EPAC1 antag	PLK1 PBD block	CCT modulator
Cc1cc(C)n(CCc2nc(-c3cc4ccccc4o3)cs2)n1	9%	6	-3.8	-20%	-5%	-25%	-18%	-2.9
CC(C)C(=O)Nc1ccc(C(=O)NNC(=S)NC(=O)c2ccccc2[N+](=O)[O-])cc1	5%	-4	-0.6	3%	0%	-10%	-7%	-2.5
CCCCNS(=O)(=O)c1ccc2nc(-c3cccnc3)cc(C(=O)NC3CC3)c2c1	-3%	0	1.8	-7%	-6%	-18%	7%	-3.0
CCOC(=O)/C=C/C(=O)Nc1ccccc1C(=O)NC1CCCCC1	-5%	8	0.2	1%	5%	-1%	-12%	-0.4
Oc1ccccc1C1Nc2cccc3cccc(c23)N1	-8%	-21	0.8	-14%	2%	13%	?	-7.3
CCN(Cc1ccccc1)S(=O)(=O)c1cc2[nH]c(=O)c(=O)[nH]c2cc1C	-1%	2	-2.9	-11%	-11%	-9%	-6%	0.2
O=C(Nc1ccc(F)c([N+](=O)[O-])c1)c1ccc2c(c1)OCCO2	4%	-2	-2.8	0%	-1%	5%	-16%	-3.8
O=C(CCCCC(=O)Sc1ccccc1)Sc1ccccc1	5%	2	-0.5	-26%	16%	-16%	?	0.0
CCOC(=O)c1sc2nc(CC(=O)OC)nc(N3CCN(c4ccc(OC)cc4)CC3)c2c1C	10%	·	-2.6	-1%	6%	4%	-4%	1.7
COc1cc(C(=O)N2CCN(S(=O)(=O)c3ccc(C)cc3)CC2)ccc1OCC(=O)N1CCOCC1	1%	3	2.4	8%	3%	-6%	1%	1.9
Cn1c(=O)cc(Nc2ccc(Cl)cc2)[nH]c1=O	0%	-19	1.1	2%	-1%	11%	-5%	1.4
CCCCN1Cc2cc(C(=O)c3cc(OC)ccc3O)cnc2NC1=O	-7%	-4	-2.8	4%	-5%	2%	-10%	-0.1
